mIAP activ: activators of mouse IAP, primary screen, biochemical, luminescence, uHTS; intestinal alkaline phosphatase [Mus musculus]; muIAP, CDP-Star luminescence, 30 min; active compounds read high; 1 = vehicle-only enzyme signal, 0 = enzyme-free wells; activation factor at 10 µM; 330,000 compounds, 0.24% hits;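 active = activation factor of at least 2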; also: the source names both 10 and 20 µM as test concentration; values of inactives mirror those of a sister screen read the other way
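System: mouse IAP enzyme. Reagent: CDP-Star chemiluminescent phosphatase substrate. Benchmarks: DMSO wells, no-enzyme wells. Times: 30 min enzyme-substrate-compound incubation at room temperature. Detection: luminescence from enzymatic CDP-Star hydrolysis. Doses: test compounds delivered from DMSO solution.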
mIAP block: inhibitors of mouse IAP, primary screen, biochemical, luminescence, uHTS | 330,000 compounds, 0.2% hits | intestinal alkaline phosphatase [Mus musculus] | purified mouse IAP, CDP-Star luminescence, 30 min | AID 2806, 2010 | inhibition, % at 10 µM;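 active = inhibition of at least 40% at 10 µM in the primary screen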;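 also: plate controls were DMSO with enzyme for no effect and no enzyme wells for full effect; values of inactives mirror those of a sister screen read the other way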
SENP1 FRET inh: human SENP1 catalytic domain inhibitors, primary screen, biochemical, FRET, uHTS; 360,000 compounds, 0.21% hits; recombinant SENP1 catalytic domain, CyPet-SUMO1-YPet FRET cleavage; Sentrin-specific protease 1 (Homo sapiens), Q9P0U3; inhibition, % at 10 µM;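 active = inhibition at least 30% at 10 µM, raw YFP signal under a set limit, fluorescence ratio 0.5 to 1.5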;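 also: 0% = enzyme with DMSO and 100% = no enzyme wells; some results filed as inactive read as strong as hits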
Target sequence (Q9P0U3 419-644 limits assumed): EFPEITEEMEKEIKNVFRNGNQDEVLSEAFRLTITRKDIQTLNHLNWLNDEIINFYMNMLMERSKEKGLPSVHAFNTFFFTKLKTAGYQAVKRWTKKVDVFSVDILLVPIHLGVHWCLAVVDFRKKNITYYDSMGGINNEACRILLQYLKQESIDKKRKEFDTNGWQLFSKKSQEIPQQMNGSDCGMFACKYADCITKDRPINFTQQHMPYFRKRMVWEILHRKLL
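system = hSENP1 catalytic domain, recombinant | reagent = SFCypet-SUMO1-SFYpet substrate at 25 nM | doses = one dose per compound, 10 µM, 0.5% DMSO | incubation = enzyme reaction for 50 min at room temperature, dark | measured by = FRET, CFP and YFP emission | controls = no-enzyme low, enzyme-DMSO high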
hIAP act: human IAP activators, primary screen, biochemical, luminescence, uHTS | AID 2524, 2010 | purified human IAP, CDP-Star luminescence, 30 min; active compounds read high; 1 = vehicle-only enzyme, 0 = enzyme-free background | 330,000 compounds, 0.16% hits | activation factor at 10 µM | Intestinal-type alkaline phosphatase (Homo sapiens), P09923;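 active = activation factor of the enzyme at least 2-fold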; also: the source names both 10 and 20 µM as test concentration; values of inactives mirror those of a sister screen read the other way
APOBEC3A inh: APOBEC3A ssDNA deaminase inhibitors, primary screen, selectivity assay for APOBEC3G inhibitor project, biochemical, FAM/TAMRA oligo cleavage fluorescence | DNA dC->dU-editing enzyme APOBEC-3A (Homo sapiens), P31941 | recombinant A3A, FAM/TAMRA ssDNA deamination fluorescence | inhibition, % at 20 µM | 330,000 compounds, 0.41% hits | AID 493011, 2011;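 active = at least 40% inhibition at 20 µM here, with at most 30% in a related deaminase screen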;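 also: plate controls were A3A with DMSO for no effect and wells lacking A3A enzyme for full effect; some results filed as inactive read as strong as hits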
Target sequence (P31941 whole entry, looked up): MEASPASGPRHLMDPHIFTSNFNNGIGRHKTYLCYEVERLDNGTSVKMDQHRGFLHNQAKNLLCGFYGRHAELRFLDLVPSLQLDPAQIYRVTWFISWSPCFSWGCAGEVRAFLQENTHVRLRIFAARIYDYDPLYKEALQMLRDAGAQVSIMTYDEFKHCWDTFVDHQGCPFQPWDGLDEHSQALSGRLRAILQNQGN
A3G deaminase: APOBEC3G DNA deaminase inhibitors, primary screen, biochemical, fluorescence, single-stranded DNA substrate, uHTS. inhibition, % at 20 µM. recombinant A3G, ssDNA deamination FAM/TAMRA fluorescence. DNA dC->dU-editing enzyme APOBEC-3G (Homo sapiens), Q9HC16. AID 493012, 2011. 330,000 compounds, 0.28% hits;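 active = inhibition of at least 40% at 20 µM, with no more than 30% in the related APOBEC3A deaminase screen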;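 also: plate controls were DMSO wells with A3G for no effect and wells lacking A3G enzyme for full effect; some compounds called inactive have numbers as strong as hits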
Target sequence (Q9HC16 whole entry, looked up): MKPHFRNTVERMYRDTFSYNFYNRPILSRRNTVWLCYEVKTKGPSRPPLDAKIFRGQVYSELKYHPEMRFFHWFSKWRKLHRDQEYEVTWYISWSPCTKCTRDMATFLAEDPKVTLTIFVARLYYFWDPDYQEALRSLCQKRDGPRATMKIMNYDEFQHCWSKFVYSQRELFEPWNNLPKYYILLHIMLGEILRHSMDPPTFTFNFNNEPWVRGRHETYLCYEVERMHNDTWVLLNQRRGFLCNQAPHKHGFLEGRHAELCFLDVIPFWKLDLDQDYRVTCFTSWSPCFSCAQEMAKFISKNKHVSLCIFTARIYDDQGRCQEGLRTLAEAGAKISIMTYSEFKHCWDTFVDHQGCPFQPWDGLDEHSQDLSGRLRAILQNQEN
hIAP inh: human IAP inhibitors, primary screen, biochemical, luminescence, uHTS | purified IAP, CDP-Star luminescence, 30 min | inhibition, % at 10 µM | Intestinal-type alkaline phosphatase (Homo sapiens), P09923 | 330,000 compounds, 0.12% hits | AID 2544, 2010;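 active = inhibition reaching a set limit with compound at 10 µM in the primary screen, cut at about 35% in these data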;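 also: plate controls were DMSO wells with enzyme for no effect and no-enzyme buffer wells for full effect; values of inactives mirror those of a sister screen read the other way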
beta cell repl: inducers of MIN6 beta-cell proliferation, primary screen, ATP luminescence, uHTS; MIN6 cells proliferation, ATPlite luminescence, 48 h; cells starved in 0.2% serum; 100% = growth in 10% serum; proliferation, % at 10 µM; 330,000 compounds, 0.29% hits; AID 2380, 2010;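 active = compounds whose signal lies at least 3.5 SD above the mean of all wells on their plate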;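 also: 0% = DMSO-treated cells in low-serum medium and 100% = 10% serum control; some compounds called inactive have numbers as strong as hits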
NLRP3 yeast inh: NALP3 inflammasome inhibitors in reconstituted yeast, primary screen, luminescence, uHTS | Yeast reconstituted NLRP3/ASC/caspase-1, beta-gal luminescence, 24 h | inhibition, % at 10 µM | 330,000 compounds, 0.39% hits | AID 2825, 2010;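 active = inhibition of 50% or more; inactive = inhibition below 50%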;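 also: plate controls were induced DMSO wells for no effect and uninduced yeast grown without galactose for full effect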
Active calls of the source: *. The list is partial, so the mix of outcomes need not match the whole.

Order of values – APOBEC3A inh, mIAP activ, beta cell repl, SENP1 FRET inh, hIAP act, mIAP block, hIAP inh, A3G deaminase, NLRP3 yeast inh
- COc1ccc([C@H]2/C=C\CN(C(=O)c3ccccc3)[C@@H](C)C(=O)N2Cc2ccc(F)cc2)cc1
    -2, 0.93, -5, -1, 0.99, 7, 1, -11, 10
- COc1ccc([N+](=O)[O-])cc1NS(=O)(=O)c1cccc(C(=O)OC2CCOC2=O)c1 (stereo not given)
    1, 1, 0, 3, 0.98, -1, 2, -3, 7
- CCn1cc(Br)c(C(=O)Nc2ccc(Cl)c(Cl)c2)n1
    -6, 0.99, 0, -1, 0.99, 0, 1, -9, -4
- CC(=O)Nc1cccc(N2CCCC2=O)c1
    -1, 1, -3, -3, 0.95, 0, 5, -2, 11
- CC(C)(C)c1cc(NC(=O)c2cccnc2)no1
    -4, 0.99, -2, 1, 0.94, 1, 6, -8, 5
- O=C(CCS(=O)(=O)c1ccccc1)Nc1ccc(N2CCN(Cc3ccccc3)CC2)cc1
    11, 1, -4, 2, 1, 0, -3, 0, 16
- Cc1ccc2c(c1)N(C(=O)CCC(=O)NCCCN1CCOCC1)CCO2
    -4, 0.95, -4, 4, 1.1, 5, -11, -8, 0
- CCOc1ccc(S(=O)(=O)N2CCN(c3ccccc3)CC2)c2cccnc12
    3, 0.93, 2, 10, 0.95, 7, 5, -2, 8
- CCCCCCNC(=O)N1C/C=C\C(c2ccc(OC)cc2)N(Cc2ccc(F)cc2)C(=O)C1 (stereo not given)
    2, 1, -6, 0, 1.1, 0, -14, -8, 15
- O=C(CSCc1c(Cl)cccc1Cl)Nc1ccc2c(c1)OCO2
    -1, 1.2, -2, -2, 0.93, -23, 8, 1, 32
- COc1cc(/C=C2\SC(=N)N(c3ccc4c(c3)OCO4)C2=O)cc(OC)c1O
    4, 0.96, -3, 18, 1, 4, -1, -6, 12
- CC1(C)CC2(CCO1)OC(=O)CC2C(=O)Nc1ccc(Cl)cc1[N+](=O)[O-] (stereo not given)
    3, 0.97, -2, 1, 0.94, 2, 6, 11, 24
- Cc1ccc(C(C)C)c(OCC(=O)N/N=C/c2cccn2C)c1
    -1, 1, -2, 0, 0.99, -4, 1, -3, 24
- CCOC(=O)c1ccc(NC(=O)Nc2cc(C)on2)cc1
    1, 1.2, -4, 0, 0.89, -18, 11, -4, 22
- CCOc1ccc(NC(=O)COC(=O)Cn2cnnn2)cc1OCC
    -4, 1.1, -2, 2, 1, -9, -4, -7, 6
- Cc1ccc2cc(CCl)c(Cl)nc2c1
    6, 1, -6, -1, 1, 0, -2, -1, 8
- NC(=S)NN=C1c2ccccc2-c2ccccc21
    -6, 0.84, -2, 2, 1, 16, -2, -12, 26
- CNC(=O)/C(C#N)=C\c1cc(C)n(-c2ccc(N3CCOCC3)cc2)c1C
    4, 0.98, -1, -3, 0.92, 2, 8, -1, 12
- COC(=O)C(NC(=O)CCc1c(C)nc2c(c(C)nn2-c2ccccc2)c1C)C(C)C (stereo not given)
    -5, 1.2, -2, 0, 1, -17, -3, -10, 0
- O=C(Nc1ccc(NC(=O)c2ccccc2O)cc1)Nc1ccc(F)cc1F
    -1, 1.1, -1, 1, 0.93, -15, 7, -9, 15
- COc1ccc(NC(=O)CN2C(=O)NC3(CCCCC3C)C2=O)cc1OC (stereo not given)
    2, 0.93, 0, 2, 0.84, 7, 16, -2, 7
- CCOC(=O)c1cccc(NC(=O)C2CCN(S(=O)(=O)c3cnc[nH]3)CC2)c1
    -2, 1.1, -1, 0, 1.1, -9, -6, -2, 16
- CN1C(C(=O)NCc2cccs2)=CC(c2ccc(F)cc2)=NS1(=O)=O
    -4, 0.92, -1, 4, 0.83, 8, 17, -5, 19
- CC1(C)NC(=O)N(CC(O)COc2ccccc2C(=O)N2CCCCC2)C1=O (stereo not given)
    -1, 0.93, -2, 3, 1, 7, -3, 4, 6
- Cc1cc(C)c(C(=O)COC(=O)c2cc([N+](=O)[O-])ccc2N2CCOCC2)cc1C
    -4, 0.81, 1, 0, 0.91, 19, 9, -13, 34
- CC(=O)Oc1ccc(-c2csc(Nc3cccnc3)n2)cc1
    -4, 1.1, -2, 0, 0.98, -10, 2, -4, -17
- COc1ccc(-c2[nH]ncc2C=O)cc1
    -1, 0.98, -2, 3, 0.93, 2, 8, -2, 13
- O=C(O)c1cccc(N2C(=O)C3C4C=CC(C4=C(c4ccccc4)c4ccccc4)C3C2=O)c1 (stereo not given)
    9, 1, -2, 1, 0.95, -2, 5, 3, 5
- CCOC(=O)N1CCC(NC(=O)CC(NS(=O)(=O)c2ccc(C)cc2)c2ccco2)CC1 (stereo not given)
    -6, 1.2, -1, -1, 1, -17, -2, -3, 5
- O=C(NCCc1ccccc1)c1ccc2c(c1)S(=O)(=O)c1cc(Cl)ccc1C2=O
    0, 1, -6, 1, 0.84, -1, 16, -10, 8

More records
Order of values – APOBEC3A inh, mIAP activ, beta cell repl, SENP1 FRET inh, hIAP act, mIAP block, hIAP inh, A3G deaminase, NLRP3 yeast inh
- CCOC(=O)COn1c(=O)c(-c2ccc(OC)cc2)[n+]([O-])c2ccccc21
    -3, 1, -2, -18, 0.92, -3, 8, -9, 14
- CCCN(CCC)C(=O)Nc1cc(Cl)ccc1OC
    3, 1.1, 0, 3, 0.99, -6, 1, -1, 23
- Cc1cc(Cl)ccc1NC(=O)/C=N/O
    0, 0.96, -1, 0, 1.1, 4, -8, -1, 8
- O=C1CN(C(=O)COc2ccc(Br)cc2F)c2ccccc2N1
    -3, 1, 0, 2, 1, -1, -2, -8, 7
- Cc1cc(S(=O)(=O)N2CCN(c3ccc(F)cc3)CC2)c(C)s1
    1, 0.95, -4, 2, 0.92, 5, 8, -1, 26
- COc1c(C)cc(C(=O)C2CCCN(C(=O)c3cc(C)nc(C)n3)C2)cc1C (stereo not given)
    2, 0.91, -2, 0, 0.92, 9, 8, 0, 2
- CC(=O)NC1=C(C#N)C(c2ccccc2)c2c(ccc3ccccc23)O1 (stereo not given)
    -2, 0.97, -1, 1, 0.95, 3, 5, -1, -7
- O=C1NC(Nc2ccccn2)(C(F)(F)F)C(=O)N1c1ccc(F)cc1 (stereo not given)
    -4, 1.1, 0, 1, 1.2, -11, -22, -3, 12
- COCCNc1nc(C(C)(C)C)nc2c1nnn2Cc1ccccc1Cl
    4, 0.95, 0, -1, 0.93, 5, 7, -2, 4
- CC(=O)Nc1ccc(NC(=O)CNC(=O)COc2ccccc2)cc1
    -3, 1, -1, -1, 0.99, -2, 1, -5, 2
- COC(=O)c1ccc(NC(=O)C2CCCN2S(=O)(=O)c2ccc(C)cc2)cc1 (stereo not given)
    2, 0.96, -3, 0, 1, 4, -3, -3, 21
- O=C(CN1C(=O)NC2(CCc3ccccc32)C1=O)c1ccc(Br)s1 (stereo not given)
    -2, 0.94, -5, 0, 1, 6, -5, -7, 16
- O=C(Nc1ccc2[nH]c(=O)[nH]c2c1)c1ccc(Br)o1
    -2, 0.91, -3, -6, 1.1, 9, -10, -5, 3
- Cn1c(N)c(C(=O)COC(=O)CCc2c[nH]c3ccccc23)c(=O)n(C)c1=O
    -1, 1, -2, -1, 0.95, -2, 5, -7, 6
- COc1ccc(/C(O)=C2\C(=O)C(=O)N(CC3CCCO3)C2c2cc(OC)ccc2OC)cc1 (stereo not given)
    -4, 0.91, 1, 0, 1, 9, 0, -8, 6
- O=C(NCc1ccccc1)/C(=N\O)c1ccccc1
    -3, 1.1, 0, 2, 0.94, -6, 6, -2, -1
- CC(=O)c1cccc(Nc2nc(-c3ccccc3)cs2)c1
    -6, 0.97, -1, 2, 0.88, 3, 12, -9, 5
- Cc1cc(NC(=O)c2cc3n(n2)C(C(F)(F)F)CC(c2ccc(Cl)c(Cl)c2)N3)no1 (stereo not given)
    -1, 0.96, -3, 24, 1, 4, 0, -5, 5
- C=CCN(c1ccc(C(=O)NCCc2ccccc2)cc1)S(C)(=O)=O
    8, 1.1, 1, 1, 0.99, -6, 0, 2, 14
- CCN(CC)CCN1C(=O)C(=O)/C(=C(/O)c2c(C)[nH]c(C(=O)OC)c2C)C1c1cccs1 (stereo not given)
    -5, 0.98, 0, 0, 1, 2, -3, -6, -9
- C=CCN(c1ccccc1)S(=O)(=O)c1cccc(C(=O)OCC(=O)NCCOC)c1
    -6, 1.1, 0, 1, 1.1, -13, -8, -4, 3
- CCCNC(=O)C(Cc1cccc(OC)c1)NC(=O)c1ccc(C#N)cc1 (stereo not given)
    1, 1, 2, 1, 1, -1, -1, -3, 10
- O=C(c1cccnc1)c1ncc(C(F)(F)F)cc1Cl
    -3, 0.92, -3, 3, 0.89, 8, 11, -11, -4
- O=C(Nc1ccc(Cl)cn1)c1cccc(S(=O)(=O)N2CCCCC2)c1
    2, 1.1, 0, 0, 1, -8, -2, 4, 0

Structural class: the entries above containing a tert-butyl group.
Order of values – APOBEC3A inh, mIAP activ, beta cell repl, SENP1 FRET inh, hIAP act, mIAP block, hIAP inh, A3G deaminase, NLRP3 yeast inh
- CC(C)(C)c1cc(NC(=O)c2cccnc2)no1
    -4, 0.99, -2, 1, 0.94, 1, 6, -8, 5
- COCCNc1nc(C(C)(C)C)nc2c1nnn2Cc1ccccc1Cl
    4, 0.95, 0, -1, 0.93, 5, 7, -2, 4
